Screening data (PubChem BioAssay)
hiPSC survival – enhancers of human iPSC single-cell survival; hiPSC single-cell survival, ATPlite luminescence; 100% = ROCK inhibitor wells, 0% = DMSO; survival enhancement, % at 20 µM; hit rate 0.044% among 360,000; in the data active = survival enhancement above about 18%;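 also: cells exposed to compounds for 16 hours before the ATP read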
Peg3 prom inh – reduces Peg3 promoter-driven luciferase expression in HeLa; HeLa PEG-Prom luciferase reporter, luminescence, overnight; inhibition, % at 20 µM; hit rate 1.7% among 360,000;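 active = inhibition of at least 50% at 20 µM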
MITF TRPM1 inh – MITF TRPM1 promoter inhibition in SK-MEL-5 cells; inhibition, % at 12.5 µM; AID 488899; SK-MEL-5 TRPM1 promoter luciferase, 24 h; hit rate 0.83% among 330,000;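 active = mean inhibition across replicates of 60% or more, whatever share of single replicates reaches that level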; also: values of inactives mirror those of a sister screen read the other way
NR2E3 ag-1 – human photoreceptor-specific nuclear receptor agonism; Q9Y5X4; CHO-S Gal4-NCOR/VP16-NR2E3 two-hybrid, luciferase; inhibition of corepressor binding, % at 3.98 µM; hit rate 0.35% among 360,000; AID 602229;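 active = inhibition above the mean of all tested compounds plus 3 SD, cut at about 70% in these data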;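 also: 0% = DMSO with NR2E3 transfected cells and 100% = cells lacking NR2E3 construct; higher means lower luciferase signal from less NR2E3 corepressor binding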
Target sequence (Q9Y5X4 whole entry, looked up, the tested form may be a part): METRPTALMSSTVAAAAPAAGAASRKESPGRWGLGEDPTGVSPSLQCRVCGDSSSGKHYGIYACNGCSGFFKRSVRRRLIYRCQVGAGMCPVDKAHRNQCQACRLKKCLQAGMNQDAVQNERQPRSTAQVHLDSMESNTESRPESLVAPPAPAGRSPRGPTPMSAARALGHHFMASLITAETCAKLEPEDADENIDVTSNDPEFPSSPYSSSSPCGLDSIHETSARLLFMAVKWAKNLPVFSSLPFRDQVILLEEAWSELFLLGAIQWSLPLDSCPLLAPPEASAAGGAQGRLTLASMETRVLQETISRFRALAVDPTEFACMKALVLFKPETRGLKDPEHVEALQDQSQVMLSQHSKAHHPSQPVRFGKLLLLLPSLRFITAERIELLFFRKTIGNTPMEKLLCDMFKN
NR2E3 ag-2 – NR2E3 (human) agonism; Q9Y5X4; GST-NR2E3/biotin-RetCOR TR-FRET, 1536-well; inhibition of corepressor binding, % at 4.78 µM; hit rate 0.12% among 320,000; AID 2300;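 active = percent inhibition above the cutoff of mean plus 3 SD of all tested compounds, set per screening campaign, cut at about 20% in these data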;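 also: 0% = DMSO wells and 100% = biotin wells as full block of FRET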
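Material: NR2E3–RetCOR corepressor complex / Amount: 1.35 nM GST-NR2E3 / Medium: Tris pH 7.5 / Compound: single nominal compound dose of 4.8 µM / Incubation: 5 h at 4 °C / Technique: TR-FRET, Eu(K)-anti-GST donor, streptavidin-D2 acceptor, ex 340, em 617/671 nm / Read-out basis: percent loss of FRET ratio relative to control wells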
HIF-2a block – HIF-2a inhibition; 786-0 RCC cells HIF-2a reporter, luciferase luminescence, overnight; inhibition, % at 18.8 µM; hit rate 0.72% among 360,000; AID 624352;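 active = inhibition of the luminescence signal of 40% or more relative to plate controls, in a single-dose primary screen at 18.75 µM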
LMP1 NFkB inh – reduces LMP1-driven NF-kappaB luciferase signal. LMP1-induced NF-kappaB luciferase reporter cells, luminescence. inhibition, % at 12.5 µM. hit rate 0.69% among 350,000; in the data active = inhibition above about 41%;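 also: 0% = neutral control wells and 100% = reference inhibitor control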
C8 TRAIL sens – caspase-8 TRAIL sensitization | AID 624354 | inhibition (viability loss, TRAIL sensitization), % at 10 µM | hit rate 1% among 360,000 | NB7+C8 cells + TRAIL, ATPlite viability luminescence;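 active = compounds causing at least 50% loss of cell viability in the single-dose screen, relative to plate controls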
KKLEB tox – counter-screen for CF NF-kB inhibitors: cytotoxicity | activity change (cytotoxicity), % at 5 µM | hit rate 0.36% among 360,000 | AID 602141 | KKLEB CF airway cells viability, ATPlite luminescence, overnight; active compounds read low; cells stimulated with P. aeruginosa culture filtrate;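 active = corrected activity change at or below -50% at 5 µM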
CF NFkB inh – blocks PAF-induced NF-kB reporter in cystic fibrosis cells | KKLEB NF-kB-GFP reporter, GFP fluorescence overnight | inhibition, % at 5 µM | hit rate 0.86% among 360,000 | AID 588850;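 active = at least 50% inhibition at 5 µM, scaled per plate between neutral and stimulator controls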;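 also: PAF is a Pseudomonas aeruginosa culture filtrate used as stimulus; plate controls were PAF-stimulated DMSO wells for no effect and unstimulated DMSO wells for full effect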
Shn3 3UTR inh – reduces Shn3 3'UTR luciferase signal in osteoblasts; Clone20 osteoblast Shn3 3'UTR firefly luciferase, 24 h; inhibition, % at 12.5 µM; hit rate 0.52% among 360,000; AID 588674;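 active = mean inhibition of at least 75% with every replicate also reaching 75%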;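 also: 0% = median of neutral control wells and 100% = pilot-screen positive control compound; some compounds past the cut are filed as inactive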
* hit, by the source's call; . = not tested or not shown. These rows are one share of the data; rates above refer to the full screens.

SMILES	HIF-2a block	NR2E3 ag-2	KKLEB tox	LMP1 NFkB inh	CF NFkB inh	MITF TRPM1 inh	NR2E3 ag-1	Peg3 prom inh	C8 TRAIL sens	Shn3 3UTR inh	hiPSC survival
Cc1ccc(NC(=O)C/C(N)=N/OC(=O)Nc2ccc(C)c(Cl)c2)cc1	-172	2	22	-14	-3	-42	-35	-190	26	-46	0.3
COc1cccc(-n2cc(CNCc3c(C(=O)N(C)C)nc4ccc(Cl)cn34)cn2)c1	5	-2	-3	3	-3	6	-13	13	0	3	0.8
CCOc1ccc(NC(=S)NNc2ccnc3cc(Cl)ccc23)cc1	0	-1	14	6	-16	26	-36	2	-1	53	1.6
C[C@@H]1C[C@@H]2OC(=O)[C@]3(C)[C@H]2[C@@H](OC3(C)O)[C@]2(C)C(=O)C=C[C@H]12 (stereo partly specified)	-15	0	-12	-3	3	0	17	3	2	-49	-3.5
COc1cc(C)c(CN2CCSCC2)cc1C	6	1	-6	-22	-22	4	-9	-3	7	-18	-0.4
O=C(Cn1cnc2c(cnn2-c2ccccc2)c1=O)Nc1cc(S(=O)(=O)N2CCOCC2)ccc1Cl	15	0	-4	5	-8	11	-21	13	-6	4	3.1
COc1cccc(CNC(=O)CCn2c(=O)c3cccn3c3cccnc32)c1	6	-2	3	-11	-27	-6	2	14	-8	-2	-0.5
CCCCCCCCCCn1ccc(=N)cc1	37	4	-47	29	40	77*	44	46	55*	75	-0.7
CCOC(=O)c1ccc(CN2CCCC(C)(C(=O)NCCOC)C2)cc1 (stereo unspecified)	3	.	-20	.	9	.	2	4	-11	4	-1.8
COc1ccccc1-c1nn(-c2ccccc2)cc1C(=O)N1CCN(C(=O)c2ccco2)CC1	12	12	2	-10	-7	0	0	10	21	-3	-0.4
Cc1ccc(C)c(N2CCN(C(=O)c3csc4ccccc34)CC2)c1	16	2	-14	8	8	6	-37	40	-8	5	-0.5
Cc1ccc(S(=O)(=O)CCC(=O)Nc2cccc([N+](=O)[O-])c2)cc1	14	4	0	2	3	-7	-21	10	1	13	0.1
O=C(CSc1ncnc2c1cnn2-c1ccccc1)Nc1ccc2c(c1)OCO2	6	-3	-6	-9	6	-5	-30	2	-3	18	1.0
Cc1ccc(NC2=NC(c3ccc(F)cc3)n3c(nc(C)cc3=O)N2)cc1 (stereo unspecified)	6	-5	9	8	6	9	9	1	-41	18	-0.8
C/C(CC(=O)Nc1cccc2c1CCCC2)=N\NC(=O)c1cccc2ccccc12	-7	-2	-6	5	12	4	-54	-6	-5	-9	-0.1
O=C1c2ccccc2C(=O)N1Cc1cc(-c2ccccc2Cl)no1	-21	1	-7	13	-16	-4	13	6	-2	-2	-1.3
COc1ccc(NC(=O)c2csc3c2CCCC3)cc1	-312	-4	-1	-37	-3	-56	-161	-299	17	-106	-4.5
CCN(CC)S(=O)(=O)c1c(OC)cc(C)c(Cl)c1C	7	2	-10	-7	15	-11	10	6	-11	19	1.5
O=C(N1CCCCC1)N1CCN(S(=O)(=O)c2ccc(Cl)cc2)CC1	5	1	1	-2	14	-1	-22	14	-8	22	1.0
CC1Cc2ccccc2N1C(=O)COC(=O)c1ccco1 (stereo unspecified)	3	.	0	-12	9	.	-16	2	-9	-16	-0.1
NNC(=O)c1snnc1-c1ccccc1	22	0	1	1	-5	-2	14	-5	-9	5	1.0
CCn1c(CNC(=O)c2ccccc2F)nnc1SCC(=O)NC1CCCCC1	10	2	3	-3	-10	6	-4	3	-3	18	-0.3
CC(C)c1ccc(NC(=O)C[n+]2ccn(C3=C([O-])c4ccccc4C3=O)c2)cc1	-4	0	-39	6	9	0	-6	-17	6	27	-1.2
O=S(=O)(/C=C/c1ccccc1)NC1CCCCCC1	13	-2	8	-7	-5	3	-23	28	-10	-12	0.0
COc1ccc(N2CC(O)=C(c3nc(-c4ccc(F)cc4)cs3)C2=N)cc1Cl	6	0	-8	9	8	7	-18	9	0	12	1.0
O=C1C(=O)N(CCCn2ccnc2)C(c2ccc(Br)cc2)/C1=C(\O)c1ccc2c(c1)OCCO2 (stereo unspecified)	-17	15	17	5	-10	7	-3	-2	5	31	0.8
Cc1ccc(S(=O)(=O)N2C[C@H]3N(C(=O)OC(C)C)N(C(=O)OC(C)C)C[C@H](OC(=O)NC4CC4)[C@@]3(O)C2)cc1	1	.	-1	-5	-1	.	10	5	14	-54	-2.9
CC(C)c1nc(SCC(=O)Nc2nccs2)c2ccccc2n1	20	7	-15	5	21	13	23	23	15	12	0.1
COC(=O)c1sc(NC(=O)C2c3ccccc3Oc3ccccc32)c(C(=O)OC)c1C	17	0	-20	15	23	7	-19	-76	15	81	0.4
Cc1[nH]c2ccccc2c1C(=O)C(=O)N1CC=C(c2ccccc2)CC1	-9	2	-5	10	9	-7	4	16	-8	0	-1.1
CCc1nc2ccc(C(=O)N3CCN(c4ccccc4)CC3)cn2c1N(CCC(C)C)CCN(C)C	-13	.	-16	.	14	.	31	-8	-8	7	-2.7
Cc1ccc(SCCNC(=O)/C=C/c2ccc(Cl)cc2)cc1	11	1	2	-8	-9	-4	-6	12	4	-1	0.0
Cc1c(CN2CCC(n3nccc3NC(=O)C3CC3)CC2)[nH]c2ccccc12	8	2	3	5	10	-10	9	0	1	10	-0.5
O=C1CCCN1CCC1CCN(C(=O)Nc2ccccc2)CC1	4	-1	2	-6	-5	-4	-35	0	-35	2	3.5
CCN(C(=O)N1CCOCC1)c1ccccc1C	16	-1	0	-2	8	16	7	2	-14	-5	-0.5
CCCCNC(=O)C(=O)NCc1ccncc1	12	-1	0	.	9	.	-18	3	5	-2	1.9
CCCCC[C@@H]1C=C(C(=O)O)[C@H](c2ccc(Cl)c(Cl)c2)N1S(=O)(=O)c1ccc(C)cc1	2	.	10	-1	7	-2	81*	2	-5	-3	-0.2
COc1cc(-c2nc3ccc4ccccc4c3c3c2CCC3)cc(OC)c1O	6	-2	10	11	-10	3	6	10	-9	13	1.8
CCn1ccnc1CNC(=O)C1CCC(=O)N(Cc2ccccc2F)C1 (stereo unspecified)	11	4	14	1	-1	3	0	7	0	-2	-0.3
COc1ccc(CNC(=O)N2CCN(c3cccc(Cl)c3)CC2)cc1OC	-7	-1	-6	2	11	5	8	5	9	14	-0.3
O=C(CC1S/C(=N/N=C/c2cccs2)NC1=O)Nc1ccc(Cl)c(Cl)c1 (stereo unspecified)	5	-2	-10	-1	-16	10	10	36	-2	17	-1.1
C=CCN1C(=O)c2ccc(C(=O)N(C)CC(=O)Nc3ccccc3Cl)cc2C1=O	2	-1	8	-4	-4	1	20	16	9	-5	-0.6
NS(=O)(=O)c1ccc(CCNC(=O)CNCCc2ccc(C(F)(F)F)cc2)cc1	15	-1	6	14	-11	1	12	6	10	4	-0.7
CCOC(=O)C1CCN(C(=O)c2ccccc2NS(=O)(=O)c2ccc(F)cc2)CC1	17	0	2	5	-8	9	5	9	-2	-9	-1.7
N#CC(C#N)=C1C=CC=CN1/C(=C\c1ccco1)C(=O)c1ccc(Br)cc1	92*	3	-46	-21	79*	85*	40	111*	10	90*	1.5
O=C(NCCS(=O)(=O)NC1CCCC1)c1ccc(F)cc1	0	-3	-7	6	16	-2	-4	9	-7	-14	0.5
N=C(N)SCc1cn2ccccc2n1	12	3	2	-14	-5	-4	-4	0	-2	-42	4.0
CCn1c(=O)c(C(=O)NCCCc2ccccc2)c(O)c2ccccc21	18	.	-9	-17	15	4	-15	9	-5	17	-0.7

Individual results from the results shown:
C8 TRAIL sens, `O=C(NCCS(=O)(=O)NC1CCCC1)c1ccc(F)cc1` is entered as -7
NR2E3 ag-1, `CCn1c(=O)c(C(=O)NCCCc2ccccc2)c(O)c2ccccc21` is entered as -15

(more compounds)
SMILES	HIF-2a block	NR2E3 ag-2	KKLEB tox	LMP1 NFkB inh	CF NFkB inh	MITF TRPM1 inh	NR2E3 ag-1	Peg3 prom inh	C8 TRAIL sens	Shn3 3UTR inh	hiPSC survival
CSc1nsc(N/N=C/c2ccc3c(c2)OCO3)c1C#N	-351	3	-6	-65	8	-96	-35	-311	16	-84	-3.1
NC(=O)c1ccccc1NC(=O)CN1CCOCC1	4	4	-5	-5	-11	1	-1	5	8	-9	4.2
Cc1cccc(-c2cc(NC=O)c3ncc(-c4cccc(C(=O)N(C)C)c4)n3c2)c1	-7	.	-11	.	19	.	12	26	13	-3	0.0
CCOC(=O)Cc1csc(NC(=S)NC(=O)c2cc(OC)cc(OC)c2)n1	27	-3	8	-9	-8	7	-9	20	3	-10	-1.6
O=C(Cc1ccc(Cl)c(Cl)c1)Nc1ccccc1N1CCCC1	10	.	9	2	16	13	2	26	6	4	-0.2
O=C(CN1C(=O)/C(=C\c2cccc(Cl)c2)Sc2ccccc21)NCCCN1CCOCC1	-11	1	-34	3	46	2	-12	-5	11	-18	-0.3
O=C(CN1CCN(S(=O)(=O)c2cccc(Br)c2)CC1)N1CCCCC1	8	-1	3	-1	-13	2	-2	-2	-7	-10	-0.7
COc1cc(OC)cc(C(=O)N2CCN(S(=O)(=O)c3ccc(Cl)s3)CC2)c1	20	4	7	2	-15	2	9	13	-3	-10	-0.5
CCOC(=O)c1cc2c(c(CCO)n1)[C@H](CCO)N(S(=O)C(C)(C)C)C2 (stereo partly specified)	2	.	19	-2	-37	1	2	-11	12	9	-1.7
COc1cccc(/C=N/NC(=O)C(=O)Nc2ccccc2OC(F)(F)C(F)F)c1O	-6	2	-9	21	9	73*	-3	49	43	83	2.9
Cc1ccc(N=Nc2c(=O)[nH]n3c(C)cc(C)nc23)cc1	9	0	9	-1	-16	-8	-29	-3	-10	-9	-1.3
O=C(NC(Cc1ccccc1)c1nc2ccccc2[nH]1)c1cccc([N+](=O)[O-])c1 (stereo unspecified)	20	0	-10	0	27	-5	-13	16	15	17	-0.1
CC(C)Cn1cc(-c2cncc3nccn23)cn1	-4	.	-6	.	3	.	-36	6	-4	-16	0.9
CC1CCN(C(C)C(=O)Nc2ccccc2-c2ccccc2)CC1 (stereo unspecified)	7	-2	-7	-2	9	-1	-9	16	1	27	2.7
COc1ccc(C2(C(=O)N3CCCC3)CCOCC2)cc1OC	1	0	8	-1	12	-5	-5	2	-7	7	0.0
COc1ccc2cc(C(=O)OC(C)C)sc(=O)c2c1OC	-150	0	-9	-7	-12	-32	-41	-108	-1	-36	-1.2
COc1ccc(Cl)cc1-c1nc(SCC(N)=O)n[nH]1	11	0	10	4	7	0	-9	3	0	-24	-0.3
